Screening results as filed in PubChem BioAssay.
CHRM4 agonist – agonists of human muscarinic M4 receptor (CHRM4). activation, % at 3 µM. 360,000 compounds, 0.14% hits. CHO-K1 hM4/Gqi5, Fluo-8 calcium fluorescence; vehicle 0%, full acetylcholine response 100%. P08173;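 active = activation above the run mean over all test wells plus 3 SD, cut at about 32% in these data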;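 note: peak over basal fluorescence ratio per well then scaled between controls; 0% = DMSO wells and 100% = acetylcholine at EC100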
Target sequence (P08173 whole entry, looked up): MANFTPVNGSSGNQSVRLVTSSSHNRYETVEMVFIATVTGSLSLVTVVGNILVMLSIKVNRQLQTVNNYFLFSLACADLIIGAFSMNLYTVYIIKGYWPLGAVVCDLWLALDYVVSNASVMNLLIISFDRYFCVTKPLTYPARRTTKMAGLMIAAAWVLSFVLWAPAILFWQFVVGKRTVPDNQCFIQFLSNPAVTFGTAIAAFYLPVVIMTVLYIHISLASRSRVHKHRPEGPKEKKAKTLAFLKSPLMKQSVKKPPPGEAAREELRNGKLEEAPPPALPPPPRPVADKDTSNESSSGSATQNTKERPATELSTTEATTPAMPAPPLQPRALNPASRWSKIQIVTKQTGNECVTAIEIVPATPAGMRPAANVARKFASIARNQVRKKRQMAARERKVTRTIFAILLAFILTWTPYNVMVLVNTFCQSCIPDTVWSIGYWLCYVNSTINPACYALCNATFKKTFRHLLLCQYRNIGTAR
CHO-K1 Ca antag – M1 antagonist counterscreen hit in parental CHO-K1 cells; ATP-induced calcium, Fluo-8 fluorescence; inhibition, % at 3 µM; 360,000 compounds, 0.6% hits; AID 602250;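 active = inhibition above a per-plate cutoff, the plate's mean sample inhibition plus 3 SD, cut at about 24% in these data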;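 note: 0% = DMSO plus EC80 ATP and 100% = DMSO alone without ATP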
CHO-K1 Ca ag – nonselective activator or artifact in parental CHO-K1 cells. AID 602248. activation, % at 3 µM. Fluo-8 calcium fluorescence; scaled to maximal ATP response, vehicle zero. 360,000 compounds, 0.48% hits; in the data active = activation above about 15%;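 note: untransfected CHO-K1 host cells lacking M1 receptor as counterscreen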
M4 antag – blocks acetylcholine activation of human M4 receptor | CHO-hM4 cells, ACh EC80, Fluo-8 calcium fluorescence | 360,000 compounds, 0.73% hits | inhibition, % at 3 µM;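 active = inhibition above its plate's cutoff, the mean inhibition of sample wells plus 3 SD, cut at about 27% in these data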;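 note: 0% = acetylcholine EC80 with DMSO and 100% = DMSO without agonist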
CHRM1 antagonist – human CHRM1 antagonism; P11229; CHO-K1 hM1, Fluo-8 calcium fluorescence, ACh EC80 antagonist; inhibition, % at 3 µM; 360,000 compounds, 1.3% hits; AID 588852;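 active = percent inhibition above its own plate's cutoff, namely the mean of that plate's compound wells plus 3 SD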;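 note: peak over basal fluorescence ratio during 140 s after agonist addition; 0% = ACh EC80 plus DMSO and 100% = DMSO alone without agonist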
Target sequence (P11229 whole entry, looked up): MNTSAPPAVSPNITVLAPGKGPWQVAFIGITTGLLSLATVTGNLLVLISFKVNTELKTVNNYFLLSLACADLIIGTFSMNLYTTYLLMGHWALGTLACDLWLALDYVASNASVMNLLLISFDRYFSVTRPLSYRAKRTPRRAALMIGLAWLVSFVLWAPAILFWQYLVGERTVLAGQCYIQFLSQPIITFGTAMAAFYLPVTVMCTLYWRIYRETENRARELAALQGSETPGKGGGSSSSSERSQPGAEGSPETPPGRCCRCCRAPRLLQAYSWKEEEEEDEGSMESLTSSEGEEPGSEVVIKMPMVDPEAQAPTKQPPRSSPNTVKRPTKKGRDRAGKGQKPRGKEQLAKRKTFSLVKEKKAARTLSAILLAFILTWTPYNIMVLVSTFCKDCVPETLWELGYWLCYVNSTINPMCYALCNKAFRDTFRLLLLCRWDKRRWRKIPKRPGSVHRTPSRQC
OXTR potentiator – human OXTR potentiation | AID 2445 | 320,000 compounds, 0.061% hits | CHO-OTR cells, Fluo-8 calcium fluorescence, potentiator mode; 0% = oxytocin EC15, 100% = EC100 | P30559 | activation, % at 3 µM;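 active = activation above that plate's cutoff, the mean activation of tested compounds plus 3 SD, cut at about 6.6% in these data, passing the limit was not always enough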;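 note: 100% uses oxytocin at 75 nM as the full agonist control; some results filed as inactive read as strong as hits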
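System: human OTR in CHO cells / Also added: sub-maximal oxytocin, roughly EC15 / Control set: EC15 oxytocin low, 75 nM oxytocin high / Schedule: 6 min compound pre-incubation at room temperature, 100 s kinetic read / Compound: single-point 3.0 µM / Replication: singlicate / Technique: Fluo-8 calcium dye fluorescence / Read-out basis: % activation of max/min ratio relative to oxytocin controls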
CHO parental Ca – signal in parental CHO cells, OX1R antagonist counter-screen. 330,000 compounds, 0.63% hits. inhibition, % at 5.6 µM. parental CHO-K1, ATP-induced calcium, Fluo-8 fluorescence;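 active = inhibition above that plate's mean sample inhibition plus 3 SD, cut at about 26% in these data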;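 note: 0% = ATP-challenged DMSO wells and 100% = DMSO wells without ATP; some compounds past the cut are filed as inactive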
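Material – parental CHO cells · Reagent – ATP stimulus · Compound – single nominal dose of 5.6 µM per compound · Detection – Fluo-8 fluorescence · Read-out basis – percent inhibition of calcium signal · Controls – ATP-challenged DMSO wells low, unchallenged DMSO wells high · Repeats – no replicates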
M1 PAM – potentiates human M1 receptor response to acetylcholine; P11229; CHO-K1 hM1, Fluo-8 calcium fluorescence, ACh EC20; 0% = ACh EC20, 100% = maximal ACh; activation, % at 3 µM; 360,000 compounds, 0.088% hits; AID 588819; in the data active = activation above about 19%, passing the limit was not always enough
M1 ag – agonists of human M1 muscarinic receptor; activation, % at 3 µM; P11229; CHO-K1 hM1, Fluo-8 calcium fluorescence, agonist mode; 0% DMSO, 100% acetylcholine EC100; AID 588814; 360,000 compounds, 0.33% hits;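 active = activation above the run's mean compound activation plus 3 SD, cut at about 16% in these data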;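 note: peak over basal fluorescence ratio within a 140 s kinetic read after compound addition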
* hit, by the source's call; nt = not tested or not shown; & = joins results of further samples.

Each structure is followed by: CHRM4 agonist | CHO-K1 Ca antag | CHO-K1 Ca ag | M4 antag | CHRM1 antagonist | OXTR potentiator | CHO parental Ca | M1 PAM | M1 ag
CCCCN(C(=O)c1ccccc1F)c1c(N)n(CCC)c(=O)[nH]c1=O
 : 1 | -13 | 0.2 | -1 | -18 | -1 | 0 | 9 | 0
CCN(CC)C(=O)Oc1nnc(SC(C)C)n1-c1ccc(Cl)c(Cl)c1
 : -1 | -18 | 3.2 | -12 | -7 | -7 | -21 | 5 | 1
CN(Cc1cccnc1)C(=O)c1ccc(Cl)c(NS(=O)(=O)c2ccc(F)cc2)c1
 : 0 | 7 | -0.1 | -6 | 1 | nt | nt | 3 | -2
CC(=O)OC(C(=O)NC1CCCCC1)c1ccccc1Cl (stereo unspecified)
 : 1 | -13 | 0.9 | -1 | 9 | -5 | -14 | -3 | -9
O=C(Cn1ncc2c3ccccc3n(Cc3ccccc3)c2c1=O)NCc1ccccn1
 : 1 | -13 | 0.5 | -5 | -18 | -3 | -21 | 10 | 0
CC(C)OC(=O)c1cc2c(=O)[nH]c(C(Cl)(Cl)Cl)nc2o1
 : 3 | -4 | 0.3 | -4 | -3 | -16 | 5 | 6 | -3
Cc1cccc(NC(=O)c2cc(Cl)nc3ccccc23)n1
 : 5 | -11 | 1.9 | 0 | -18 | -2 | -12 | 6 | -4
Cc1ccc(NC(=O)COc2cccc(-n3cnnn3)c2)cc1S(=O)(=O)N1CCOCC1
 : 15 | 0 | 5.6 | -4 | 2 | -5 | -10 | -3 | -2
CCCN(CC(=O)Nc1ccccc1C)C(=O)CSc1ccccc1C
 : 3 | -10 | 0.3 | 9 | -8 | -4 | -20 | 13 | -2
CC(C)N1CC(C(=O)Nc2ccc(Cl)c(Cl)c2)CC1=O (stereo unspecified)
 : 3 | -4 | 0.2 | -5 | -20 | -15 | 10 | 17 | 1
COC(=O)c1c(CSc2ccc(C)c(C)c2)noc1C(=O)NCc1ccc(OC)cc1
 : 7 | -23 | 2.4 | -2 | -2 | -14 | -4 | 0 | -4
C=C1CCN(c2ccc(C(=O)NCc3ccc(OC)cc3)cc2[N+](=O)[O-])CC1
 : 4 | 1 | -0.1 | -7 | -9 | -9 | -9 | 2 | -6
COc1ccccc1C(=O)Oc1ccc2ccc(=O)oc2c1
 : 2 | -10 | 0.1 | -11 | -12 | 2 | -12 | 14 | 1
COc1ccc(/C=N/NC(=O)c2cccnc2)cc1CN1CCc2cc(OC)c(OC)cc2C1C (stereo unspecified)
 : 4 | -14 | 0.7 | -14 | -6 | -5 | -16 | 8 | -6
CCOC(=O)C1CCN(C(=O)Cc2ccc(C)cc2)CC1
 : 2 | -2 | 0.6 | -2 | 0 | -3 | -9 | 6 | -4
CC(=O)Nc1ccc(NC(=O)/C=C/c2cccc(C(F)(F)F)c2)cc1
 : 3 | -2 | 1.0 | -6 | -5 | -3 | -16 | 1 | -7
CC1(C)CC(=O)C2=C(C1)N(CC1CCCO1)C(=O)C2(NC(=O)c1cccnc1)C(F)(F)F (stereo unspecified)
 : 0 | -7 | 0.8 | 2 | -10 | -7 | -3 | 16 | -6
Cc1ccc(C)c(NC(=O)COC(=O)c2cccc(S(=O)(=O)N3CCCC3)c2)c1
 : 5 | -6 | 1.7 | -4 | -17 | nt | nt | 8 | -4
CCOC(=O)C(NC(C)=O)(OCc1ccc(F)cc1)C(F)(F)F (stereo unspecified)
 : 1 | 13 | -0.1 | -10 | 1 | -10 | -9 | 6 | -2
C=CCn1c(=O)c2c3c(sc2n2c(Nc4ccccc4)nnc12)CCCC3
 : -2 | 12 | -0.4 | 5 | -14 | -5 | -25 | 4 | -6
O=C(COc1ccc2c3c(c(=O)oc2c1)CCC3)NCCCN1CCOCC1
 : 1 | -17 | 1.2 | 11 | 4 | -2 | -7 | 1 | -6
COCCNCc1ccccc1[N+](=O)[O-]
 : 1 | -11 | 0.3 | -1 | -3 | -12 | -7 | 3 | -5
COc1ccccc1/C=C/c1nc(S(=O)(=O)c2ccccc2)c(N2CCC(C(N)=O)CC2)o1
 : 1 | -11 | 0.4 | -10 | 7 | 7 | 5 | 1 | 0
O=C(NC(Cc1c[nH]c2ccccc12)C(=O)N/N=C/c1ccc(Cl)cc1)c1cccs1 (stereo unspecified)
 : 13 | 16 | 4.1 | 8 | 16 | -8 | -5 | -16 | -5
C[C@H](NC(=O)c1nc[nH]c1C(=O)NCCCCCN)C(=O)OC(C)(C)C
 : 1 | -11 | 0.9 | 2 | -6 | -6 | 4 | 8 | -3
C/C(=N\Nc1nc(N2CCOCC2)nc(N2CCOCC2)n1)c1cccc([N+](=O)[O-])c1
 : 2 | -3 | 0.9 | 3 | -13 | -5 | -22 | 14 | -7
O=C(c1cccnc1)N1CCN(c2ccc(Cl)cc2)CC1
 : 5 | -9 | 3.1 | -7 | -10 | -5 | -9 | 6 | -4
C=CCN(c1ccccc1)S(=O)(=O)c1cccc(C(=O)NCC(c2ccc(F)cc2)N2CCOCC2)c1 (stereo unspecified)
 : 0 | -11 | -0.1 | 1 | -11 | -10 | -31 | 7 | 0
COc1ccnc(N=CNOCc2ccc(F)cc2Cl)c1C#N
 : 1 | 3 | 0.1 | -5 | 2 | -12 | -7 | 7 | 1
CN(CC(=O)NCC1CCCO1)S(=O)(=O)c1ccc(Br)cc1 (stereo unspecified)
 : 0 | -1 | 0.9 | 4 | 2 | -1 | -2 | 1 | -2

Shown field by field: part of the list above
> O=C(c1cccnc1)N1CCN(c2ccc(Cl)cc2)CC1
  CHRM4 agonist: 5 | CHO-K1 Ca antag: -9 | CHO-K1 Ca ag: 3.1 | M4 antag: -7 | CHRM1 antagonist: -10 | OXTR potentiator: -5 | CHO parental Ca: -9 | M1 PAM: 6 | M1 ag: -4
> O=C(NC(Cc1c[nH]c2ccccc12)C(=O)N/N=C/c1ccc(Cl)cc1)c1cccs1 (stereo unspecified)
  CHRM4 agonist: 13 | CHO-K1 Ca antag: 16 | CHO-K1 Ca ag: 4.1 | M4 antag: 8 | CHRM1 antagonist: 16 | OXTR potentiator: -8 | CHO parental Ca: -5 | M1 PAM: -16 | M1 ag: -5

Continued.
Each structure is followed by: CHRM4 agonist | CHO-K1 Ca antag | CHO-K1 Ca ag | M4 antag | CHRM1 antagonist | OXTR potentiator | CHO parental Ca | M1 PAM | M1 ag
CC(=O)Nc1ccc(NC(=O)c2c(C)nc3ccccn23)cc1
 : 4 | -15 | 0.5 | -20 | -4 | -9 | -14 | 0 | -1
N#CC1(NC(=O)COC(=O)Cc2c[nH]c3ccccc23)CCCCC1
 : 3 | 3 | 1.4 | 4 | 9 | nt | nt | -1 | -3
C=CCn1c(N)c(C(=O)N2CCN(C)CC2)sc1=S
 : 6 | -10 | 0.2 | -1 | -13 | -1 | -11 | 5 | -4
N#Cc1ccccc1OCC(=O)NCC(c1cccs1)N1CCOCC1 (stereo unspecified)
 : 1 | -3 | 0.5 | -2 | 1 | 1 | -1 | 1 | -1
CCCCc1n[nH]c(=S)n1Cc1ccc(Cl)cc1
 : 0 | -5 | 0.8 | -4 | 11 | -6 | -6 | -8 | -10
O=C(COC(=O)CCc1c[nH]c2ccccc12)NCc1ccc(Cl)cc1
 : 10 | -14 | 3.4 | 1 | -8 | -10 | -27 | 8 | 1
COc1ccc(C(=O)Nc2ccc(N3CCCC3)cc2)cc1
 : 1 | -15 | -0.3 | -8 | -13 | -8 | -5 | -3 | -10
Cc1cc(NC(=O)Cn2cnc3sc(C)c(C)c3c2=O)no1
 : 0 | 0 | -0.3 | 1 | -8 | 2 | -11 | 1 | -2
O=C(CSc1nnc(COc2ccc(Cl)cc2Cl)o1)Nc1ccccn1
 : 1 | -10 | 0.4 | -5 | -10 | -2 | -2 | 8 | -2
CC1=CC(=O)c2ccccc2C1=O
 : 0&1 | -1&-7 | 0.1&0.5 | 9&-10 | -8&-28 | -6&2 | -6&-8 | -4&7 | -2&-2
O=C(c1ccc(S(=O)(=O)N2CCOCC2)cc1)N1CCN=C1SCc1cccnc1
 : 1 | -3 | 0.1 | -6 | -11 | -5 | -11 | 3 | -3
CCc1nc2oc3cc(OC)ccc3c(=O)c2c(=O)n1Cc1ccccc1
 : -1 | -3 | -0.4 | 7 | 10 | -5 | -14 | -6 | -5
CCc1c(C)nc2ncnn2c1N1CCC(C(=O)NCc2cccc(OC)c2)CC1
 : 0 | -12 | -0.1 | 5 | -4 | -8 | -16 | 15 | -7
O=C(Cn1c(=O)c(=O)n(Cc2ccccc2)c2ccc(Cl)cc21)NCC1CCCO1 (stereo unspecified)
 : 1 | -13 | 0.1 | -1 | -2 | -19 | -6 | 4 | -3
O=C(NCc1ccccc1)c1nc2c(nnn2Cc2cccc(Cl)c2)c(=O)[nH]1
 : 0 | -13 | 0.2 | 6 | -5 | -3 | -8 | -1 | 0
O=c1/c(=C\c2ccc(O)cc2)sc2n1C(c1ccccc1)C(c1ccccc1)=NN=2 (stereo unspecified)
 : 1 | 0 | 1.5 | -8 | 0 | -13 | -1 | 2 | -2
CC1CCN(C(=O)c2ccc3c(c2NCCO)C(=O)c2ccccc2C3=O)CC1
 : 10 | -14 | 5.2 | 8 | 5 | -12 | -25 | -4 | 2
CC(=O)Nc1ccc(S(=O)(=O)N2CCC(NC(C)=O)(c3cccc(F)c3)CC2)cc1
 : 0 | -3 | 0.0 | 2 | 6 | -5 | -6 | 1 | -3
COC(=O)CC1C(=O)NCCN1C(=O)CSc1nnc(Nc2ccc(OC)cc2)s1 (stereo unspecified)
 : 1 | -4 | 0.1 | 2 | -6 | -13 | 3 | 4 | -1
C=CCNC(=S)Nc1ccc(OC)c(S(=O)(=O)N2CCOCC2)c1
 : 3 | -7 | 0.1 | 1 | -3 | -5 | -4 | 3 | -4
Cc1nc(C)c(C(=O)Nc2ccc(C)c(F)c2)o1
 : -1 | -17 | 0.3 | -10 | -11 | -3 | -7 | 11 | -3
COc1ccccc1Cc1c(-c2ccc(F)cc2)nc2c(C)cc(Br)cn12
 : -1 | -6 | 1.6 | -7 | -15 | nt | nt | -3 | -7
O=C(NCc1ccccc1CN1CCCCC1)c1ccc(Cl)cc1N1CCCC1=O
 : 3 | -16 | -0.2 | -10 | 26 | 2 | -30 | -11 | -9
Cc1ccc(S(=O)(=O)Nn2c(C)nnc2-n2nc(C)cc2C)cc1
 : 0 | -4 | 1.0 | 3 | -22 | -5 | 4 | 4 | -2
COc1ccc(N(CN2C(=O)C3C4C=CC(C4)C3C2=O)C(=O)c2ccco2)cc1 (stereo unspecified)
 : 1 | -7 | 0.4 | 5 | 1 | -9 | -4 | 2 | -3
Oc1ccc(C=NC2CCCCC2)c(O)c1
 : 1 | 8 | 0.5 | 0 | -4 | -7 | -6 | 3 | -2
O=C(COC(=O)c1cccc(S(=O)(=O)N2CCc3ccccc3C2)c1)NCc1ccco1
 : 2 | -8 | 0.0 | -21 | -5 | -1 | -17 | 0 | -3
CC(C)(C)C1CCC(=NNC(=O)CN(c2ccccc2)S(=O)(=O)c2ccccc2[N+](=O)[O-])CC1 (stereo unspecified)
 : -1 | -2 | 0.7 | 3 | 0 | -6 | -25 | 5 | -5
